# M. tuberculosis GlmU – inhibition of mycobacterial GlmU enzyme – biochemical, glucosamine-1-phosphate acetyltransferase (AID 1376). 220,000 tested, 0.25% active. M. tuberculosis GlmU acetyltransferase enzyme assay; higher % means a stronger effect. inhibition, %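 (tested at 30 µM in the primary screen)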; hits with a dose series show IC50 in µM; in the data active = inhibition above about 13%; inconclusive = no clear call, values can overlap the other calls;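 note: 0% = complete reaction with vehicle and 100% = reaction without substrate; strong numbers were not always called active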
# Mtb RmlCD inh – M. tuberculosis RmlC/RmlD inhibition; P9WH09+P9WH11; RmlC+RmlD coupled enzyme assay, percent inhibition; primary screen in compound mixtures; inhibition, % at 3.6 µM; 160,000 tested, 0.03% active; in the data active = inhibition mostly above about 34%, no sharp cut-off; inconclusive = no clear call, values can overlap the other calls; inactive = mostly below about 22%; note: some results filed as inactive read as strong as hits
# Target sequence (P9WH09 whole entry, looked up): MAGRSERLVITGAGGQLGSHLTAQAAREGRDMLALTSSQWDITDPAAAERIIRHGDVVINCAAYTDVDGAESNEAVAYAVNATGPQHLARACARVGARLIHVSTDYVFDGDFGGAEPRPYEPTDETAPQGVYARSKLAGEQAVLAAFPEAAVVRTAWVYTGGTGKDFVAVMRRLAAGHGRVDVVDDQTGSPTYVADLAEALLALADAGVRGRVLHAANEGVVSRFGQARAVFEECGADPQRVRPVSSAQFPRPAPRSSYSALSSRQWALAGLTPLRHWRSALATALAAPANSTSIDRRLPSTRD
# Target sequence (P9WH11 whole entry, looked up): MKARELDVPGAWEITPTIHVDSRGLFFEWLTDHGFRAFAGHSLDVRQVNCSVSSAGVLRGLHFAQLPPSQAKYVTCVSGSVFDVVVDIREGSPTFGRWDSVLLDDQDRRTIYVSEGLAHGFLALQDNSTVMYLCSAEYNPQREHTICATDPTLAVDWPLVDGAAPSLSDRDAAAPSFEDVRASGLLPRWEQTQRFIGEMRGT
# Active calls of the source: *; ? = inconclusive; nt = not tested or not shown. Some of the compounds tested (hit frequency here may not be typical).
SMILES,M. tuberculosis GlmU,Mtb RmlCD inh
O=C(CSc1ccsc1[N+](=O)[O-])NCCc1ccccc1,-0.6%,6.7
COc1ccc(CCN2CN(S(=O)(=O)c3ccccc3)c3nc4ccccc4nc32)cc1,7.0%,-7.5
O=C(c1csc2c1CCCC2)N1CCN(c2ncccn2)CC1,-4.7%,nt
Cc1c(C(=O)c2ccccc2)c2ccccn2c1CCC#N,1.4%,nt
Cc1n[nH]c(=O)nc1NC(C)c1ccccc1 (stereo not drawn),3.5%,nt
O=C(NC(Cc1ccccc1)C(=O)O)/C(=C\c1ccco1)NC(=O)c1ccco1 (stereo not drawn),-1.5%,-10.6
CCN(CC)C(=O)C1CCN(CC2CC=CCC2)CC1 (stereo not drawn),-1.4%,4.7
O=C(NC1CCCc2ccccc21)c1ccc(S(=O)(=O)N2CCOCC2)cc1 (stereo not drawn),3.1%,8.3
CCOc1ccc(OCC)c(NC(=O)CN2CCN(c3cc(C)ccc3C)CC2)c1,6.0%,nt
Cc1c(Br)c([N+](=O)[O-])nn1CC(=O)Nc1ccc(C(N)=O)cc1,-3.6%,-2.6
O=C(COC(=O)c1ccc2ccccc2c1)Nc1ncc(C(F)(F)F)cc1Cl,2.9%,-7.0
CCOC(=O)Cn1c(S(=O)(=O)Cc2ccccc2)nc2ccccc21,7.5%,nt
O=C1OC(c2ccc(Br)cc2)=N/C1=C\N1CC2CC(C1)c1cccc(=O)n1C2 (stereo not drawn),-3.3%,29.3
CN1CCN(/C=N/c2sc3c(c2C#N)CCCCC3)CC1,1.5%,-4.4
Cc1ccnc(NC(=O)CCC(=O)N(CC(=O)NCc2ccccc2)Cc2ccco2)c1,6.8%,nt
COc1ccc(NC(=O)c2cc(S(=O)(=O)N3CCOCC3)cs2)cc1,-3.1%,-6.8
CCOc1ccc(CCNC(=O)C2CC(=O)N(C3CCCC3)C2)cc1OCC (stereo not drawn),5.5%,2.7
CCOc1ccc(C(=O)c2nc3c(n2O)CCCC3)cc1,3.5%,0.2
COCCNP(=O)(c1ccccc1)c1nc2ccccc2s1 (stereo not drawn),nt,5.2
O=C(COc1cccc2ccccc12)NNC(=O)[C@@H]1CCCC[C@@H]1C(=O)O,-0.5%,7.6
COc1ccc(-n2nnnc2SCC(=O)c2cccc(OC)c2)cc1,-2.3%,-2.5
Cn1c(=O)c2c(-c3ccccc3)n(-n3cnnc3)cc2n(C)c1=O,-0.6%,nt
Cc1cc(Cl)c(S(=O)(=O)Nc2ccon2)cc1OCC(=O)NC1CCCCC1,-0.2%,nt
COC(=O)c1cccc(NC(=O)CC2NCCNC2=O)c1 (stereo not drawn),2.4%,13.0
O=C(Nc1ccc2c(c1)C(=O)OC2)c1ccc(F)cc1F,-1.5%,8.2
COc1ccc(OC)c(NC(=S)NCCN2CCOCC2)c1,-6.0%,nt
COc1ccc(N2CCN(CCCNC(=O)C3CCCN(S(=O)(=O)c4cnc[nH]4)C3)CC2)cc1 (stereo not drawn),-7.1%,6.2
CCOC(=O)c1c(C)n(OCc2ccccc2)c2ccc3nonc3c12,4.7%,5.9
C=C1C[C@]2(O)[C@@]3(C)CCC(=O)C(C)(C)C3=C(O)C(=O)[C@@]2(C)[C@@H]2C(=O)O[C@@](C)(C(=O)OC)C(=O)[C@@]12C,2.3%,5.0
O=C(OC(C(=O)NC1CCCC1)c1cccnc1)C1=Cc2ccccc2OC1 (stereo not drawn),2.9%,14.0
CCC(=O)NCCNc1nc2cc(C)cc(C)c2cc1C#N,8.0%,12.8
COc1ccc(OCCC(=O)OCC(=O)Nc2ccc(S(=O)(=O)N3CCOCC3)cc2)cc1,0.7%,15.8
CC(c1ccco1)N(C(=O)c1ccc(Cl)s1)c1ccccn1 (stereo not drawn),2.6%,nt
O=C(NC1CCCCC1)NC1CCN(S(=O)(=O)Cc2ccccc2)CC1,2.1%,-2.4
COc1ccccc1NC(=O)CCC(=O)OCc1cccc([N+](=O)[O-])c1,0.5%,11.9
O=C(NNS(=O)(=O)c1ccccc1C(F)(F)F)c1cc2ncc(C(F)(F)F)cc2s1,-2.5%,-7.7
O=C1NNC(c2ccccc2)=N/C1=C\c1ccccc1,-1.1%,-0.5
CCC(C)(C)N1CC(=O)N(Cc2ccccc2)C(c2ccc(OC)cc2)C1=O (stereo not drawn),5.3%,nt
Cc1nc2ccccc2c2oc(C(=O)NCCN3CCN(C)CC3)cc12,0.2%,-5.5
COc1ccc(-c2noc(CCCc3ccccc3)n2)cc1OC,1.7%,0.4
O=C(Cn1ccc([N+](=O)[O-])n1)NCc1cccnc1,0.2%,5.2
O=C(N/N=C/c1cc(Br)cc(Br)c1O)c1cccc(N2CCCC2=O)c1,9.4%,-3.2
O=C(NC1CCCCC1)C(c1ccc(Cl)cc1)N(C(=O)c1cnccn1)c1ccc2c(c1)OCO2 (stereo not drawn),2.4%,-3.0
Cc1cc(C)n2cc(CSCc3ccccc3)nc2n1,-3.6%,2.4
Cc1cccc(-n2c(CN3C(=O)c4ccccc4C3=O)nc3ccccc3c2=O)n1,-3.6%,nt

# Structures from the list above that have two or more sulfur atoms:
SMILES,M. tuberculosis GlmU,Mtb RmlCD inh
O=C(CSc1ccsc1[N+](=O)[O-])NCCc1ccccc1,-0.6%,6.7
COc1ccc(NC(=O)c2cc(S(=O)(=O)N3CCOCC3)cs2)cc1,-3.1%,-6.8
O=C(NNS(=O)(=O)c1ccccc1C(F)(F)F)c1cc2ncc(C(F)(F)F)cc2s1,-2.5%,-7.7

# The listing picks up; the 6 compounds before the break are reprinted first.
SMILES,M. tuberculosis GlmU,Mtb RmlCD inh
COc1ccc(-c2noc(CCCc3ccccc3)n2)cc1OC,1.7%,0.4
O=C(Cn1ccc([N+](=O)[O-])n1)NCc1cccnc1,0.2%,5.2
O=C(N/N=C/c1cc(Br)cc(Br)c1O)c1cccc(N2CCCC2=O)c1,9.4%,-3.2
O=C(NC1CCCCC1)C(c1ccc(Cl)cc1)N(C(=O)c1cnccn1)c1ccc2c(c1)OCO2 (stereo not drawn),2.4%,-3.0
Cc1cc(C)n2cc(CSCc3ccccc3)nc2n1,-3.6%,2.4
Cc1cccc(-n2c(CN3C(=O)c4ccccc4C3=O)nc3ccccc3c2=O)n1,-3.6%,nt
CCOC(=O)N1CCN(C(=O)CS(=O)(=O)Cc2nc(-c3ccccc3C)oc2C)CC1,4.7%,-6.4
COc1ccc(Oc2cccc(Cl)c2CNC(=O)CC(C)(C)CC(=O)O)cc1,1.0%,nt
O=C(CNCC1CCCCC1)Nc1cccc(S(=O)(=O)N2CCOCC2)c1,1.0%,nt
O=C1N(CCCN2C(=O)C3(OCCO3)c3ccccc32)c2ccccc2C12OCCO2,1.9%,9.7
Cc1cc2nc(CCN(C(=S)NCC3CCCO3)C3CCCC3)[nH]c2cc1C (stereo not drawn),0.2%,nt
COc1ccccc1NC(=O)C1=C(C)Nc2nnnn2C1c1ccncc1 (stereo not drawn),-2.5%,-0.5
CCSc1nnc(NC(=O)C2C3CCC(C3)C2C(=O)O)s1 (stereo not drawn),-3.4%,-13.4
Cc1ccccc1NC(=S)N(C)Cc1cn(C)c2ccccc12,8.2%,-8.9
CCCC(=O)n1nc(-c2ccc(Cl)cc2)nc1SC,nt,8.3
COc1cc(-n2c(N)c(C(=O)NCc3ccco3)c3nc4ccccc4nc32)cc(OC)c1OC,-1.6%,nt
CC(=O)c1coc2c1cc(O)c1ccccc12,0.8%,nt
COC(=O)Nc1ccc(S(=O)(=O)N2CCCCC2C(=O)NCc2ccco2)cc1 (stereo not drawn),4.2%,nt
CCC(=O)OCCNc1cc(Sc2nc3ccccc3s2)c2nonc2c1[N+](=O)[O-],11.2%,nt
COc1ccc(NC(=O)CSc2nnc(-c3ccccc3)n2Cc2ccco2)cc1OC,4.5%,25.0
Cc1ccc(C(=O)Nc2ccccc2C(N)=O)o1,0.4%,nt
COc1ccc(C(C#N)c2ccc(=O)[nH]n2)cc1 (stereo not drawn),3.4%,26.9
CCOC(=O)CSCC(=O)Nc1cc(C)ccc1C,2.9%,-10.9
CCCCc1n[nH]c(=S)n1Cc1ccc(Cl)cc1,5.9%,18.8
Cc1cc(Nc2ccc(N3CCOCC3)cc2)c2cccc(C)c2n1,-1.6%,35.8
CC(C)(C)OC(=O)NCCc1nnc(SCc2c(Cl)cccc2Cl)o1,2.0%,nt
CCC(CC)NC(=O)Nc1ccc(F)cc1F,-3.9%,nt
CCOC(=O)c1ccc(NC(=O)COc2ccc(CNC3CCCCC3)cc2OC)cc1,-1.3%,-13.8
Cc1cc(NC(=O)CCCn2nc([N+](=O)[O-])cc2C)no1,0.0%,nt
CCC(C)N1C(=O)c2ccccc2C1C(=O)NC1CCCCCC1 (stereo not drawn),-3.1%,9.4
O=C(CSc1nn(-c2ccc(F)cc2)c(=S)s1)NCC1CCCO1 (stereo not drawn),4.0%,-8.6
COc1c(Br)cc2c(C)c(C(=O)N3CCOCC3)oc2c1Br,-1.1%,?
Nc1cc([N+](=O)[O-])ccc1O,0.5%,nt
CC(NC(=O)CN1CCc2ccccc21)c1ccccc1 (stereo not drawn),-0.3%,-0.5
CN(C)S(=O)(=O)c1ccc2oc(SCC(N)=O)nc2c1,-5.8%,nt
O=C(NN=C1CCCC1)c1ccc([N+](=O)[O-])cc1,-0.4%,-5.7
CN(C)c1ccc(CNCCC(Cc2ccccc2)c2ccco2)cc1 (stereo not drawn),-5.3%,nt
COc1ccc(NC(=O)c2cncc(Br)c2)cc1S(=O)(=O)N1CCCCC1,0.5%,0.0
O=C(Nc1ccc(Cl)cc1)[C@@H]1[C@@H]2C(=O)N(c3ccc4ccccc4c3)C(=O)[C@@H]2[C@H]2C=CC=NN21,2.6%,0.8
C=CCSc1nnc(-c2c[nH]c3ccccc23)n1CCOC,4.4%,-7.6
CC1CC(=O)Nc2ccccc2N1S(=O)(=O)c1cccc(Cl)c1 (stereo not drawn),-4.6%,5.8
CC1C(c2ccccc2)N(C)C(c2ccccc2)C(C)C1(O)C#Cc1ccccc1 (stereo not drawn),2.3%,nt
CCCOc1cccc(C2/C(=C(/O)c3ccccc3)C(=O)C(=O)N2CCN(C)C)c1 (stereo not drawn),nt,-8.2
COc1ccc2c(CC(=O)N(C)CC3COc4ccccc4O3)coc2c1 (stereo not drawn),-5.6%,12.9
C=CCc1cccc(CNc2nc3ccccc3n2CCN2CCOCC2)c1O,-7.4%,64.9
COc1cccc(Cn2nc(C(=O)O)c3ccccc3c2=O)c1,2.4%,3.4
Cc1c(C(=O)N2CCCC2)sc(NC(=O)c2ccccc2)c1C#N,5.6%,nt
N#CC(C#N)=CNc1cccnc1,4.2%,-1.4
CCC(=O)N1N=C(c2cccc(NS(C)(=O)=O)c2)CC1c1cccs1 (stereo not drawn),8.0%,-3.2
Brc1ccc(-c2nnc(Cc3ccccc3)o2)cc1,-1.8%,3.6
Cn1c(SCc2cccc(F)c2)nnc1-c1ccccn1,0.8%,5.3

# Two neighbouring records already listed, for reference:
SMILES,M. tuberculosis GlmU,Mtb RmlCD inh
Brc1ccc(-c2nnc(Cc3ccccc3)o2)cc1,-1.8%,3.6
Cn1c(SCc2cccc(F)c2)nnc1-c1ccccn1,0.8%,5.3

# Remaining list, next part
SMILES,M. tuberculosis GlmU,Mtb RmlCD inh
Cc1ccc(NC(=O)c2sccc2-n2cccc2)c(C)c1,-4.3%,nt
CCOc1ccc(NC(=O)CC2NCCNC2=O)cc1 (stereo not drawn),4.8%,nt
COCCNC(=O)C(C(=O)c1ccc(F)cc1)n1cc(C)ccc1=O (stereo not drawn),-2.4%,6.0
COc1ccc2oc(=O)c(N3C(=O)c4ccccc4C3=O)cc2c1,2.2%,-9.6
COc1cccc(C(=O)Nc2cccc3c2ccc2cccn23)c1,-1.3%,nt
c1ccc2c3c(cc(N4CCOCC4)c2c1)OC1(N2CCOCC2)CCCCC1O3 (stereo not drawn),-4.2%,-8.1
COc1ccc(-c2nc3n(n2)C(c2ccncc2)C(C(N)=O)=C(C)N3)cc1 (stereo not drawn),nt,7.4
CCOC(=O)N1CCN(C(=O)CCCCCn2c(=S)[nH]c3ccsc3c2=O)CC1,-3.9%,4.3
O=C1c2ccccc2NC2(CCCC2)N1NS(=O)(=O)c1ccccc1,-5.3%,-8.7
O=C(CSc1nnc(COc2ccccc2Cl)o1)NC(=O)NCc1ccco1,2.8%,7.3
CCOC(=O)c1ccc(N2C(=O)CC(N3CCOCC3)C2=O)cc1 (stereo not drawn),-3.7%,-9.6
CCn1nnc(NC(=O)c2cc(Cl)c(OC)c(Cl)c2)n1,2.2%,nt
Cc1csc(SC(C)C(=O)Nc2ccc3c(c2)OCCO3)n1 (stereo not drawn),-2.9%,-0.3
COc1ccc(-n2c3c(cc(C(=O)NNc4ccccc4)c2=O)C(=O)CC(C)(C)C3)cc1,-6.6%,1.0
CCCNS(=O)(=O)c1ccc(-n2cnnn2)c(OC)c1,-4.7%,-9.6
COc1ccc2nc(SCC(N)=O)cc(C)c2c1,-0.6%,2.8
COc1cccc(C2CC(c3cccc(NS(C)(=O)=O)c3)=NN2C(=O)c2ccccc2)c1OC (stereo not drawn),-3.5%,-9.0
O=C(Nc1cccc(F)c1)N1CC=C(n2c(=O)[nH]c3ccccc32)CC1,-4.4%,nt
CC(C)CCN1CCN(Cc2nc3c(s2)CCCC3)CC1CCO (stereo not drawn),-0.7%,nt
COC(=O)c1ccccc1NC(=O)CSc1ccc(C)cc1,-1.2%,nt
CCOC(=O)C1=C(CN2CCc3ccccc32)NC(=O)NC1c1ccc(Cl)cc1 (stereo not drawn),1.2%,10.9
S=c1[nH]nc(COc2cccc3ccccc23)n1Cc1ccccc1,0.5%,nt
Cc1n[nH]c(C)c1S(=O)(=O)N(CC(=O)NC1CCCC1)c1ccc(C(C)C)cc1,-1.0%,-7.7
Cc1cc(C)n2nc(SCC(=O)c3cccs3)nc2n1,1.4%,-8.2
COc1ccc(-n2cnc3cc(NS(=O)(=O)c4ccc(C)cc4)ccc32)cc1,2.5%,2.5
